L3MBTL1 block: blocks human L3MBTL1 | Q9Y468 | AlphaScreen L3MBTL1–H3K9me1 peptide binding | Potency, µM (top dose mostly 57.1 µM), for inactives: at the highest dose activity, negative = inhibition, actives largely listed as inhibitors | 0.66% of 230,000 active | AID 485360; note: nearly all actives have a fitted effect of over 60% in size
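First, the protein-peptide complex forms for 30 min at room temperature (L3MBTL1 50 nM, biotinylated H3K9me1 peptide 75 nM). Next, compounds are pin-transferred and incubated 30 min. Finally, AlphaScreen beads are added and read after 30 min.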
KDM4E inh: inhibitors of human JMJD2E histone demethylase | B2RXH2 | JMJD2E catalytic domain, FDH-coupled NADH fluorescence (FDH is formaldehyde dehydrogenase) | Potency, µM (highest dose often 57.1 µM), inactives show at the top dose activity change, negative = inhibition, usual class: inhibitors | 1.6% of 230,000 active | AID 2147; active = well fitted inhibition curve with a large enough effect, not every such curve was filed as active; inconclusive = small, poorly fitted or top-dose-only effect, or another doubt; inactive = no such curve, though single readings can be large or run the other way;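 note: 0% = wells with enzyme and -100% = buffer wells without enzyme; nearly all actives have a fitted effect of over 50% in size; many of its hits are not listed in these tables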
Target sequence (B2RXH2 1-337 limits assumed): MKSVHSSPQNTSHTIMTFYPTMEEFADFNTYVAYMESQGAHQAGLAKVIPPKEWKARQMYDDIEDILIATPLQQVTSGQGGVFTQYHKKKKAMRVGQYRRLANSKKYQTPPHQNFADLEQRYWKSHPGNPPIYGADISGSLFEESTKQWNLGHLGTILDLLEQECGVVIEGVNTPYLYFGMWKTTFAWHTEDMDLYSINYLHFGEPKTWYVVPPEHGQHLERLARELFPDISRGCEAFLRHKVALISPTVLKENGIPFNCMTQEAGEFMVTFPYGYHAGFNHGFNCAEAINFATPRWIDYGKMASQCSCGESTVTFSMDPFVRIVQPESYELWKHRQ
RECQ1 helicase: RECQ1 (human) helicase inhibition. Potency, µM (titrated, usually from 57.3 µM), without a hit: at the highest dose activity, negative = inhibition, hits mostly inhibitors. RECQ1 DNA unwinding, red fluorescence kinetic read. 0.54% of 240,000 active;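 note: plate controls were vehicle for no effect and no enzyme for full effect; nearly all actives have a fitted effect of over 30% in size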
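RECQ1T1 50 nM; forked duplex (20 bp + 30-nt ss tails) 200 nM, ATP 2 mM final; pH 8.0, 2 mM MgCl2, 2.5 ug/ml poly(dI-dC); 15 min compound preincubation; discontinuous kinetic read over 2 h at RT.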
Tau ThT inhib: tau fibrillization inhibition (ThT binding). P10636. recombinant tau K18 P301L (four-repeat tau fragment), heparin-induced fibrillization, ThT fluorescence. Potency, µM (series often up to 57.4 µM), for inactives: at the top dose activity, negative = inhibition, usual class: inhibitors. 2.1% of 270,000 active; note: nearly all actives have a fitted effect of over 55% in size
Target sequence (P10636 561-689 P618L limits assumed): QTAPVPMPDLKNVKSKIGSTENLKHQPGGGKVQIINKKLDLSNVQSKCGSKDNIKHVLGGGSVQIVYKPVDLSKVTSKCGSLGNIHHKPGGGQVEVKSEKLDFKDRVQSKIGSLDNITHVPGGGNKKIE
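K18 P301L tau (15 uM + 0.24 uM Alexa 594-tagged), heparin 20 uM, NaOAc pH 7, 6 h 37 C; ThT 30 uM, 1 h RT, ex 450/em 510 nm.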
TRb-SRC2 inh: inhibitors of human thyroid hormone receptor beta-SRC2 interaction; TRbeta-SRC2 peptide binding, fluorescence polarization; receptor liganded with 1 µM T3; Potency, µM (titrated, usually from 106 µM), for the others: at the top dose activity change, negative = inhibition, actives largely listed as inhibitors; AID 1469; 0.065% of 280,000 active;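 note: plate controls were bound peptide for no effect and peptide without receptor for full effect; nearly all actives have a fitted effect of over 50% in size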
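TRb LBD 0.6 uM + Texas Red SRC2 peptide 20 nM, 1 uM T3, Tris buffer w/ 5% DMSO; compound pinned, 5 h RT; FP read ex 555/em 632; normalized to unbound and bound controls.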
GoLoco inh red: RGS12 GoLoco-Gai1 interaction inhibition | P63096 | Gai1:RGS12 GoLoco peptide FP, rhodamine, 10 min | Potency, µM (top dose mostly 61.6 µM), inactives show at the highest dose activity, negative = inhibition, most hits filed as inhibitors | 0.44% of 230,000 active; active = well fitted inhibition curve with a large enough effect, not every such curve was filed as active; inactive = no such curve, though single readings can be large or run the other way; note: nearly all actives have a fitted effect of over 30% in size; many of its hits are not listed in these tables
Target sequence (P63096 whole entry, looked up): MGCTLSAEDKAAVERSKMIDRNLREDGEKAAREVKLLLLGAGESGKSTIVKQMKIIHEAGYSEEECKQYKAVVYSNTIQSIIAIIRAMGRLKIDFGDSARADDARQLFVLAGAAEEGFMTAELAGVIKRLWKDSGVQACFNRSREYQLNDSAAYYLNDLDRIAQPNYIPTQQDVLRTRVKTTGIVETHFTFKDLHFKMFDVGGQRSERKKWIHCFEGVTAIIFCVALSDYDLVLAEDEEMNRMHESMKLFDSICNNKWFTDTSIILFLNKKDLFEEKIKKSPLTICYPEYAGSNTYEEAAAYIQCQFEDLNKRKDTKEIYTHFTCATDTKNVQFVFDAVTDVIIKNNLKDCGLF
Tau fibril FP: blocks human tau fibril formation measured by polarization. P10636. K18 P301L tau heparin fibrillization, Alexa594 FP, 6 h. Potency, µM (top dose mostly 57.7 µM), for inactives: at the top dose activity, negative = inhibition, most hits filed as inhibitors. 0.39% of 280,000 active. AID 1468; note: nearly all actives have a fitted effect of over 55% in size
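Human tau K18 […] P301L fragment, 15 uM unlabeled plus 0.24 uM Alexa 594-labeled tau (final), with compound and 20 uM heparin in 100 mM sodium acetate pH 7; 6 hr at 37 C, then Alexa 594 FP read.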
TexasRed fluor: Texas Red fluorescence interference in TRb-SRC2 counter-screen. TRb/SRC2 Texas Red total fluorescence interference. 0.29% of 280,000 active. AID 1479. Potency, µM (titrated, usually from 106 µM), for inactives: at the top dose fluorescence change, negative = quenching; active = well fitted curve in either direction with a large enough effect; inconclusive = small, poorly fitted or top-dose-only effect
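Flags fluorescent or light-absorbing compounds by total fluorescence, S + 2P, at 555 nm excitation and 632 nm emission. Mixture: 20 nM Texas Red SRC2 peptide, 0.6 uM human TRb LBD, 1 uM T3, 5% DMSO; compound exposure 5 h at ambient temperature.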
* hit, by the source's call; i = inactive; ? = inconclusive; / = not tested or not shown; [ ] = dose if it differs, or a comment. Unless noted, calls come from the whole dose curve; as a rule, active = well fitted curve in the direction sought with a large enough effect; inconclusive = small, poorly fitted or top-dose-only effect, or another doubt; inactive = no such curve, though single readings can be large; an effect the other way counts as inactive or inconclusive. Unless noted, % is set by controls: 0 for no effect and ±100 for the full control effect; potency is the fitted concentration of half-maximal effect.

[1] COc1ccc(N2CCN(C3CC(=O)NC3=O)CC2)cc1 (stereo unspecified)
[2] CC1=CC(C)(C)Nc2ccc(OC(=O)C(C)N3C(=O)c4ccccc4C3=O)cc21 (stereo unspecified)
[3] COC(=O)c1cc(NC(=O)c2cccnc2)ccc1N1CCOCC1
[4] COc1cc(OC)c(NC(=O)c2csc3c2CCC(C)C3)cc1Cl (stereo unspecified)
[5] O=C(NCC1CCCO1)c1cc2ccccc2oc1=O (stereo unspecified)
[6] O=S(=O)(c1ccccc1F)N1CCN(CC(O)c2ccccc2)CC1 (stereo unspecified)
[7] Cc1cccc(NC(=S)NCC(c2cccnc2)N(C)C)c1 (stereo unspecified)
[8] O=Cc1cc2cc3c(cc2nc1Cl)OCCO3
[9] O=C(NCC(c1ccc(Cl)cc1)N1CCCCC1)c1ccc(F)cc1 (stereo unspecified)
[10] O=C(O)C1CN(c2nc(Cl)ccc2[N+](=O)[O-])C1
Assay by compound,1,2,3,4,5,6,7,8,9,10
L3MBTL1 block,5%,?,-10%,/,8%,2%,2%,-1%,/,?
KDM4E inh,2%,-3%,7%,/,?,6%,1%,-7%,/,0%
RECQ1 helicase,-5%,-5%,-8%,/,1%,i,0%,-1%,/,i
Tau ThT inhib,-10%,-27%,9%,-16%,-5%,2%,-3%,-16%,-1%,-16%
TRb-SRC2 inh,3%,-6%,0%[53 µM],-11%,4%[53 µM],1%,1%,-6%,2%,2%
GoLoco inh red,/,3%,17%,/,12%,10%,4%,7%,/,3%
Tau fibril FP,-3%,8%,?,2%,3%,5%,-5%,0%,0%,5%
TexasRed fluor,0%,-4%,-1%[53 µM],7%,-3%[53 µM],1%,3%,-2%,4%,-2%

One compound at a time, as listed above.
CC1=CC(C)(C)Nc2ccc(OC(=O)C(C)N3C(=O)c4ccccc4C3=O)cc21 (stereo unspecified) is listed with L3MBTL1 block = ?; KDM4E inh = -3%; RECQ1 helicase = -5%; Tau ThT inhib = -27%; TRb-SRC2 inh = -6%; GoLoco inh red = 3%; Tau fibril FP = 8%; TexasRed fluor = -4%
O=Cc1cc2cc3c(cc2nc1Cl)OCCO3 is listed with L3MBTL1 block = -1%; KDM4E inh = -7%; RECQ1 helicase = -1%; Tau ThT inhib = -16%; TRb-SRC2 inh = -6%; GoLoco inh red = 7%; Tau fibril FP = 0%; TexasRed fluor = -2%

Next part:
[11] CCCCC(=O)Nc1ccc(C(=O)NNC(=S)NC(=O)c2ccco2)cc1
[12] O=C(CC(C(=O)O)C1CCCO1)NCc1ccccc1 (stereo unspecified)
[13] CCOC(=O)Cc1nnc(NC(=O)CSc2ccccc2)s1
[14] O=C(NCCc1ccccn1)C1CCCN(S(=O)(=O)Cc2ccccc2)C1 (stereo unspecified)
[15] Cc1cc(C)n(-c2cc(C)c(C)cc2Br)n1
[16] Cc1ccc(C)c(-n2cc(CNCCCn3cccn3)c(-c3ccccc3)n2)c1
[17] CC(c1ccc(F)cc1)n1c(Cn2ncc3ccccc3c2=O)n[nH]c1=S (stereo unspecified)
[18] c1ccc(-c2nnc(CN3CCN(C(c4ccccc4)c4ccccc4)CC3)o2)cc1
[19] Cc1sc(NC(=O)c2ccccc2F)c(CN2CCCCC2)c1C
[20] Cc1ccsc1C1Nc2ccccc2-c2nc3ccccc3n21 (stereo unspecified)
Assay by compound,11,12,13,14,15,16,17,18,19,20
L3MBTL1 block,/,/,/,/,1%,-1%,10%,/,2%,3%
KDM4E inh,-71%,9%,4%,-3%,4%,11%,3%,-15%,?,-1%
RECQ1 helicase,i,9%,-5%,-9%,-15%,i,-6%,i,-8%,4%
Tau ThT inhib,?,-2%,-15%,-7%,-6%,-13%,-17%,-5%,-3%,?
TRb-SRC2 inh,5%,-8%,-9%,14%,3%,-10%,3%,-2%,0%,-2%
GoLoco inh red,7%,5%,1%,6%,-10%,-1%,9%,1%,17%,1%
Tau fibril FP,0%,-4%,-1%,-2%,6%,-8%,-3%[2.34 µM],4%,3%,?
TexasRed fluor,-1%,0%,1%,-2%,1%,-2%,-2%,-1%,-1%,-2%

[21] N/C(=N\OC(=O)Nc1cccc(C(F)(F)F)c1)c1ccno1
[22] O=C1C2ON(c3ccccc3)C(c3ccccc3F)C2C(=O)N1c1ccccc1 (stereo unspecified)
[23] COc1ccc(OC)c(NC(=O)CNC(=O)c2cccs2)c1
[24] O=C(N/N=C\c1cccs1)c1ccccc1-n1cccc1
[25] Cc1ccc(C)c(Cn2nc(C)n3c(cc4cc(C)ccc43)c2=O)c1
[26] O=C(O)/C=C\c1cccc(-n2cnnn2)c1
[27] c1ccc2c(c1)[nH]c1nc(SCCN3CCOCC3)nnc12
[28] CN1[C@@H](CC(=O)c2ccccc2)CCC[C@@H]1C[C@@H](O)c1ccccc1
[29] Cn1c(=O)c(=O)n(C)c2cc([N+](=O)[O-])c([N+](=O)[O-])cc21
[30] Cc1nnc(SC(C)C(=O)Nc2ccc(Cl)cn2)n1Cc1ccccc1 (stereo unspecified)
Assay by compound,21,22,23,24,25,26,27,28,29,30
L3MBTL1 block,/,1%,/,-17%,/,2%,1%,/,7%,0%
KDM4E inh,?,-1%,9%,3%,/,-1%,0%,4%[25.5 µM],?,0%
RECQ1 helicase,-14%,0%,0%,-15%,/,-1%,-11%,-8%[25.9 µM],i,-6%
Tau ThT inhib,/,4%,-18%,-5%,3%,-3%,0%,/,?,-1%
TRb-SRC2 inh,1%,-2%,3%,6%,10%,0%,-2%,4%[53 µM],1%,-2%
GoLoco inh red,8%,5%,5%,2%,/,6%,-13%,7%[21.6 µM],2%,7%
Tau fibril FP,?,4%,1%,0%,-1%,3%,-1%,/,3%,0%
TexasRed fluor,-5%,-4%,1%,-1%,-3%,-8%,-4%,-2%[53 µM],-2%,5%

Overlap with the part before: 4 compounds, followed by the next part.
[27] c1ccc2c(c1)[nH]c1nc(SCCN3CCOCC3)nnc12
[28] CN1[C@@H](CC(=O)c2ccccc2)CCC[C@@H]1C[C@@H](O)c1ccccc1
[29] Cn1c(=O)c(=O)n(C)c2cc([N+](=O)[O-])c([N+](=O)[O-])cc21
[30] Cc1nnc(SC(C)C(=O)Nc2ccc(Cl)cn2)n1Cc1ccccc1 (stereo unspecified)
[31] CCOC(=O)Cc1csc(NC(=O)CSc2nnc(-c3ccc(OC)cc3)n2C)n1
[32] CC(=O)Nc1ccc(-c2nc3c(C)cccc3[nH]2)cc1
[33] COC(=O)c1cc(OC)c(OC)cc1NC(=S)Nc1cccc(Cl)c1
[34] O=c1cc(N2CCN(c3ccccc3)CC2)[nH]c(=O)n1Cc1ccc(F)cc1
[35] COc1cc(C2NC(=S)NC(c3ccccc3)=C2C(C)=O)cc(Br)c1OCC(N)=O (stereo unspecified)
[36] COc1ccc(/C=C/C(=O)N2CCC(c3ccccc3)C2)cc1 (stereo unspecified)
[37] CSc1cccc(NC(=O)COc2ccccc2C)c1
[38] CCOC(=O)CNC1CC(=O)N(c2cccc(Cl)c2)C1=O (stereo unspecified)
[39] Cc1ccc(S(=O)(=O)NCC(=O)N2CCN(c3ccccn3)CC2)cc1
[40] COc1ccc(NC(=O)Cn2ncc3c(C)n(Cc4cccc(Cl)c4)c(C)c3c2=O)cc1
Assay by compound,27,28,29,30,31,32,33,34,35,36,37,38,39,40
L3MBTL1 block,1%,/,7%,0%,-10%,-8%[11.4 µM],-11%,-5%,-12%,-4%,23%,/,/,/
KDM4E inh,0%,4%[25.5 µM],?,0%,4%,?,4%,-3%,-14%,3%,-10%,0%,?,/
RECQ1 helicase,-11%,-8%[25.9 µM],i,-6%,4%,1%,-1%,-9%,i,-12%,-8%,-4%,-9%,/
Tau ThT inhib,0%,/,?,-1%,0%,-20%,-12%,?,-7%,?,-4%,-6%,-8%,-6%
TRb-SRC2 inh,-2%,4%[53 µM],1%,-2%,-2%,-7%,-4%,7%,7%,3%,-1%,1%,0%,-7%
GoLoco inh red,-13%,7%[21.6 µM],2%,7%,/,3%,8%,4%,11%,4%,6%,-6%,-5%,/
Tau fibril FP,-1%,/,3%,0%,1%,-1%,-5%,1%,3%,-9%,0%,-4%,-6%,-13%
TexasRed fluor,-4%,-2%[53 µM],-2%,5%,-2%,-8%,-6%,1%,-1%,5%,-1%,-3%,-3%,-1%

[41] Cc1csc(NC(=O)C(NS(=O)(=O)c2ccc(Br)s2)c2ccccc2)n1 (stereo unspecified)
[42] Cc1cccc(NC(=O)Nc2ccc(Oc3c(F)c(F)c(F)c(F)c3F)cc2)c1
[43] Cc1cc(C)cc(Nc2nnc(-n3nc(C)cc3C)c3ccccc23)c1
[44] Cc1cccc(C(=O)O/N=C2\CCCc3ccccc32)c1
[45] O=C(NCc1ccco1)/C(=C\c1cccs1)NC(=O)c1ccsc1
[46] COc1cc2nc(C3CCC3)n(NC(=O)C3CCCC(OC)C3)c(=O)c2cc1OC (stereo unspecified)
[47] Cc1ccc(NC(=O)CSc2n[nH]c(-c3ccc(F)cc3)n2)cc1F
[48] COc1ccc(NC(=O)CCSc2cc(C)c3ccccc3n2)cc1
[49] Cc1c(C(=O)N2CCN(c3ncccn3)CC2)sc2nc3n(c(=O)c12)CCCC3
[50] CC(C)N1CCN(c2ccncc2S(=O)(=O)N2CCOCC2)CC1
[51] COC(=O)CCSCC(=O)Nc1ccc(S(=O)(=O)N2CCOCC2)cc1OC
[52] Cc1cc(Cl)ccc1OCCCC(=O)N1CCN(C)CC1
Assay by compound,41,42,43,44,45,46,47,48,49,50,51,52
L3MBTL1 block,4%,-4%,/,21%,-22%,/,/,-4%,/,/,-3%,6%
KDM4E inh,-1%,0%,/,7%,-10%,10%,/,-6%,-8%,1%,-6%,14%
RECQ1 helicase,-5%,11%,/,i,11%,i,/,4%,i,i,-4%,-6%
Tau ThT inhib,-7%,-1%,-19%,?,-8%,-2%,2%,?,-5%,-7%,-9%,-2%
TRb-SRC2 inh,5%,-2%,0%,-2%,-2%,1%,-2%,6%,-8%,-11%,0%,-8%
GoLoco inh red,0%,4%,/,0%,4%,-3%,/,7%,0%,-9%,2%,-12%
Tau fibril FP,-4%,?,7%,6%,-9%,6%,?,1%,2%,-3%,?,3%
TexasRed fluor,-2%,0%,-2%,-4%,-4%,3%,-1%,-1%,1%,0%,-3%,3%

Not all compounds are listed, so the mix of outcomes need not match the whole.
